Screens: PubChem BioAssay, National Center for Advancing Translational Sciences (NCATS)
JMJD2A Tudor: blocks the human JMJD2A Tudor domain; AlphaScreen JMJD2A-Tudor / H3K4me3 peptide binding; Potency, µM (top dose mostly 114 µM), for the others: at the top dose activity change, negative = inhibition, actives largely listed as inhibitors; hit rate 4.4% among 390,000; further: potency means the concentration at half of the fitted maximal effect; on the % scale 0 is the no-effect control and ±100 the full control effect; nearly all actives have a fitted effect of over 50% in size
BAZ2B block: BAZ2B (human) inhibition | Q9UIF8 | AlphaScreen BAZ2B-H3K14Ac peptide displacement | Potency, µM (highest dose often 114 µM), for the others: at the top dose activity change, negative = inhibition, usual class: inhibitors | hit rate 4.4% among 360,000 | AID 504333; further: potency means the concentration at half of the fitted maximal effect; on the % scale 0 is the no-effect control and ±100 the full control effect; nearly all actives have a fitted effect of over 60% in size
Target sequence (Q9UIF8 whole entry, looked up): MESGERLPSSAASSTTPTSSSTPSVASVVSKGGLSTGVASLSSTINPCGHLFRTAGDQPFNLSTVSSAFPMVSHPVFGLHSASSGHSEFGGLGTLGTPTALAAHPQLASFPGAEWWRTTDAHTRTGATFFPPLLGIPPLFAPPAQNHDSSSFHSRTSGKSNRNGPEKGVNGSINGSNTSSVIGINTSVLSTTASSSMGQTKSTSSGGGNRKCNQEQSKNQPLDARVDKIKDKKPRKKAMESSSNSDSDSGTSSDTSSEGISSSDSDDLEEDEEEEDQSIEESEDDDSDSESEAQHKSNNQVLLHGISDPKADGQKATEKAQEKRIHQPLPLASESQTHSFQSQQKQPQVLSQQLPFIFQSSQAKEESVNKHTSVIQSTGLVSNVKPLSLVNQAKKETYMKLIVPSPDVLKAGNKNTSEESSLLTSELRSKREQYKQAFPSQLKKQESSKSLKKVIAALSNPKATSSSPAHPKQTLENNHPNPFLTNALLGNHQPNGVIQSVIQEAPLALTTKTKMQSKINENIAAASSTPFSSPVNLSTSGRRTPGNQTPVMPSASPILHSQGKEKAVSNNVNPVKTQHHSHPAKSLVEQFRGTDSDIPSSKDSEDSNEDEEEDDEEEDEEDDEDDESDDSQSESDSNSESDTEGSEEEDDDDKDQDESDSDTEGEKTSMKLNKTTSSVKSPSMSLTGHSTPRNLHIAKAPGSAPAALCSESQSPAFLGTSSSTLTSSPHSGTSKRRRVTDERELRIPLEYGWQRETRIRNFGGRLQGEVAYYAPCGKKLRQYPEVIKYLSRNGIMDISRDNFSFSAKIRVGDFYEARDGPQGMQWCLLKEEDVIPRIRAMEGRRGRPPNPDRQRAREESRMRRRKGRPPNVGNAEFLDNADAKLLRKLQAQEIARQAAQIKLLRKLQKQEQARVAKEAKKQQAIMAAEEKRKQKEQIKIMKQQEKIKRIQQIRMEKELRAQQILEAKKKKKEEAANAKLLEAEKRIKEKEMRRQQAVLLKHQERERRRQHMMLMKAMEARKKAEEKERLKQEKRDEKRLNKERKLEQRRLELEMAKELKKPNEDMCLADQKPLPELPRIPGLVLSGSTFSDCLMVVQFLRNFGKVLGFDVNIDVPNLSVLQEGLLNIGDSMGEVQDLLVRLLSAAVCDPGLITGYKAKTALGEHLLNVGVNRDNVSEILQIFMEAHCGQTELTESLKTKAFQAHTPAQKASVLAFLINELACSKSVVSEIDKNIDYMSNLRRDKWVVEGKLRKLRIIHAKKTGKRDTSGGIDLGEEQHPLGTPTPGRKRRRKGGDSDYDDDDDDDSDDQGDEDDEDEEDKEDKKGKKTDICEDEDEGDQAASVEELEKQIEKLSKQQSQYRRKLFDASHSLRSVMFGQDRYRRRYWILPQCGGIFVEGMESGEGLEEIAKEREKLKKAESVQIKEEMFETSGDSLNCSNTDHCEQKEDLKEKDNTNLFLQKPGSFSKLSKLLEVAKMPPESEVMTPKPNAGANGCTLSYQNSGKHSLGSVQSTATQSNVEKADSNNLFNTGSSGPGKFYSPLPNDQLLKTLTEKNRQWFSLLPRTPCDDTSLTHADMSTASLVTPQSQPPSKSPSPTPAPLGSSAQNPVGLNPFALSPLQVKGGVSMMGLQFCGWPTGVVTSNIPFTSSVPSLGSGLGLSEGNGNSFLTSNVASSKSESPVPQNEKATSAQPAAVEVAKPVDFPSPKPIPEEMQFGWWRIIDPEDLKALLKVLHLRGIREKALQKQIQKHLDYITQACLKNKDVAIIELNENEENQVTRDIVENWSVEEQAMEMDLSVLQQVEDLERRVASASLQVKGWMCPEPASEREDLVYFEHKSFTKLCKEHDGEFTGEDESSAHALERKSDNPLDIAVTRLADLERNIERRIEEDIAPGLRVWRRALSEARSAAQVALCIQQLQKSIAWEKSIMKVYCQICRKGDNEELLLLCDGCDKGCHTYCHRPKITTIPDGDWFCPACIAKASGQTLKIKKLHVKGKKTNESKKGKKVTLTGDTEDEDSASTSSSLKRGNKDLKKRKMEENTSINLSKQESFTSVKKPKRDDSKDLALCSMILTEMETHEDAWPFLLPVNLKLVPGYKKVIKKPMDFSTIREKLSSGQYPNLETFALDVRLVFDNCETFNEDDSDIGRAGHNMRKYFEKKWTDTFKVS
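Complex of BAZ2B and biotin-H3K14Ac (50 nM apiece) forms over 30 min at RT, then faces library compounds up to 110 uM for another 30 min; AlphaScreen beads added, 20 min dark incubation, luminescence read.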
G9a block: G9a (human) methyltransferase inhibition; hit rate 8.8% among 350,000; Q96KQ7; Potency, µM (top dose mostly 102 µM), for the others: at the highest dose activity, negative = inhibition, most hits filed as inhibitors; G9a H3K9 monomethylation, AlphaScreen, 2 h; further: potency means the concentration at half of the fitted maximal effect; on the % scale 0 is the no-effect control and ±100 the full control effect; nearly all actives have a fitted effect of over 75% in size
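Using a bead-based AlphaScreen, monomethylated H3K9 product from 2 h room-temperature reactions (G9a 20 nM, peptide 500 nM, SAM 20 uM) was detected with 0.5 ug/mL rabbit anti-H3K9me1 antibody.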
PGK inhibitor: inhibitors of T. brucei phosphoglycerate kinase; hit rate 0.043% among 380,000; PGK/GAPDH coupled, Kinase-Glo luminescence, 60 min; Potency, µM (titrated, usually from 57.5 µM), without a hit: at the highest dose activity change, negative = inhibition, usual class: inhibitors; P07378; further: potency means the concentration at half of the fitted maximal effect; on the % scale 0 is the no-effect control and ±100 the full control effect; nearly all actives have a fitted effect of over 60% in size
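Recombinant glycosomal PGK reaction used 1,3-bisphosphoglycerate generated in-well by GAPDH (100nM final) in 100mM TEA pH 7.6, 5mM MgCl2, 0.01% Tween-20. After 60 minutes at room temperature, ATP was read by Kinase-Glo Plus luminescence end-point.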
Pin1 inh: blocks the human prolyl isomerase Pin1. Q13526. Pin1 FP peptide displacement, HiFluor488, 10 min. Potency, µM (series often up to 115 µM), for the others: at the highest dose activity, negative = inhibition, most hits filed as inhibitors. hit rate 0.009% among 390,000. AID 504891; active means well fitted inhibition curve with a large enough effect in the polarisation, with a control signal flat, not every such curve was filed as active; inconclusive means small, poorly fitted or top-dose-only effect, or effect the other way, or a change in a side signal; inactive means no such curve, though single readings can be large or run the other way; the % refers to the polarisation; further: potency means the concentration at half of the fitted maximal effect; on the % scale 0 is the no-effect control and ±100 the full control effect
HP1b chromo inh: blocks HP1-beta chromodomain binding to methylated histone tails | P83916 | AlphaScreen HP1-beta / biotin-H3K9me3 peptide binding | Potency, µM (highest dose often 114 µM), for inactives: at the top dose activity change, negative = inhibition, hits mostly inhibitors | hit rate 0.56% among 390,000 | AID 540317; further: potency means the concentration at half of the fitted maximal effect; nearly all actives have a fitted effect of over 70% in size; inactives centre near 23
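Compound inhibition of the preformed complex between 50 nM HP1-beta and 50 nM biotinylated H3K9me3 peptide was read by AlphaScreen. Buffer was PBS pH 7.4 with 0.01% Tween-20. Incubations ran 30 min at room temperature, with 10 ug/mL donor/acceptor beads.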
PI4K2A block: inhibitors of human PI4K2A | Q9BTU6 | purified PI4K2A, ADP-Glo luminescence, 1 h; hits give low values | activity change, negative = inhibition, % at 76.9 µM | hit rate 0.13% among 420,000 | AID 1346378; in the data active means activity change below about -50%; inconclusive means mostly about -30% to -49%;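 further: -100% = wells without enzyme as full effect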
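Compounds are screened against recombinant PI4K2A using PI as substrate and ATP, the latter dispensed at 300 microM. Reactions run one hour at ambient temperature before ADP-Glo detection; full inhibition defined by wells lacking enzyme.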
POLH inh: blocks human DNA polymerase eta activity; recombinant Pol eta, fluorescent DNA replication assay; Potency, µM (titrated, usually from 114 µM), inactives show at the top dose activity change, negative = inhibition, hits mostly inhibitors; hit rate 1.2% among 390,000; AID 588591; further: potency means the concentration at half of the fitted maximal effect; on the % scale 0 is the no-effect control and ±100 the full control effect
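Pol eta (10 nM) was preincubated with compounds for 15 min at room temperature, after which fluorescent replication substrate (50 nM final) was added to start the reaction. Fluorescence was read kinetically at 0 and 10 min.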
GLS inhibitor: glutaminase GLS (human) inhibition; O94925; GLS enzymatic activity, qHTS titration; Potency, µM (highest dose often 45.5 µM), for inactives: at the highest dose activity change, negative = inhibition, usual class: inhibitors; hit rate 0.21% among 410,000; further: potency means the concentration at half of the fitted maximal effect; on the % scale 0 is the no-effect control and ±100 the full control effect
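Compounds were pin-transferred onto hKGA, after which L-glutamine (1 mM solution) and a detection mix of glutamate oxidase, HRP and Amplex Red were added. Initial and 30 min RT fluorescence reads were collected.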
Starred values were filed as active, the others as inactive; i = inactive; ? = inconclusive; nt = no result given; & = joins results of further samples; [ ] = remark or other dose. Unless noted, the call rests on the fitted dose curve; in most records, active means well fitted curve in the direction sought with a large enough effect; inconclusive means small, poorly fitted or top-dose-only effect, or another doubt; inactive means no such curve, though single readings can be large; an effect the other way counts as inactive or inconclusive. A portion of the library; the hit share may differ from the screen's.

SMILES | JMJD2A Tudor | BAZ2B block | G9a block | PGK inhibitor | Pin1 inh | HP1b chromo inh | PI4K2A block | POLH inh | GLS inhibitor
CC(C)(Cc1cc(CC(C)(C)C(=O)O)cc(C(C)(C)C)c1)C(=O)O | -16.6% | 2.7%[57.1 µM] | -2.2% | -7.8% | -1.1% | 29.3% | -3.8 | -5.0% | 4.6%
COc1ccccc1NC(=S)N(Cc1ccccc1)Cc1cccs1 | -4.5% | 7.8% | 67.3%[activator][59 µM] | i | 0.0% | 33.3%[activator] | -2.5 | -20.6% | -8.2%
Oc1ccc(Br)cc1/C=N/Nc1ccccn1 | ? | 31.6µM* | 25.8% | i | 0.2% | 23.6% | -4.2 | -21.0% | 4.3%
CCCN(CCC)S(=O)(=O)c1ccc(C(=O)N2CCOCC2)cc1 | -3.8% | 6.3% | -8.5%[12.7 µM] | -3.5% | -6.4% | 24.5% | -2.8 | -14.0% | 1.2%
CCCCCCCCCCOC(=O)Cn1c(COc2ccc(Cl)cc2)[n+](C)c2ccccc21 | -23.9% | -20.9% | ? | 9.9% | ? | 25.4% | 2.6 | -18.7% | ?
CCOc1ccccc1C(=O)NCCCCNC(=O)c1ccccc1OCC | -19.6% | nt | nt | 0.6% | 0.5% | -17.8% | 4.2 | -14.0% | 0.4%
CCc1nc2oc3ccccc3c(=O)c2c(=O)n1Cc1ccc(OC)cc1 | -18.0% | -3.0% | -10.4% | -8.4% | ? | 19.3% | 8.0 | -1.7% | -16.1%
O=C(CSc1nc(=O)n(Cc2ccco2)c2c1CCC2)NCc1ccc(Cl)cc1 | 6.5% | -1.0% | -4.1%[59 µM] | -8.7% | -2.3% | 32.4% | -3.3 | -12.4% | 2.3%
NS(=O)(=O)c1ccc(NC(=O)c2ccc(F)cc2F)c(NC(=O)c2ccc(F)cc2F)c1 | -6.8% | -6.6% | -3.9% | i | -5.0% | 24.5% | -1.9 | -17.4% | 4.8%
Cc1cc(C)c(NC(=O)CSc2nc3ccncc3[nH]2)c(C)c1 | -18.0%&-21.1% | -1.7%&3.6% | 49.2%[59 µM] | 6.1%&-2.1% | 0.6%&0.2% | 43.0%&43.8%[activator] | 8.9&-3.3 | -14.2%&-8.0% | -7.1%&-11.5%

Structural class: the entries above containing an aryl methoxy group
SMILES | JMJD2A Tudor | BAZ2B block | G9a block | PGK inhibitor | Pin1 inh | HP1b chromo inh | PI4K2A block | POLH inh | GLS inhibitor
COc1ccccc1NC(=S)N(Cc1ccccc1)Cc1cccs1 | -4.5% | 7.8% | 67.3%[activator][59 µM] | i | 0.0% | 33.3%[activator] | -2.5 | -20.6% | -8.2%
CCc1nc2oc3ccccc3c(=O)c2c(=O)n1Cc1ccc(OC)cc1 | -18.0% | -3.0% | -10.4% | -8.4% | ? | 19.3% | 8.0 | -1.7% | -16.1%

Next section.
SMILES | JMJD2A Tudor | BAZ2B block | G9a block | PGK inhibitor | Pin1 inh | HP1b chromo inh | PI4K2A block | POLH inh | GLS inhibitor
Cc1ccc(CN2CCN(Cc3nc4ccccc4nc3C)CC2CCO)cc1 (centres undefined) | -7.2% | -13.0% | ? | -3.7% | -1.1% | 39.4%[activator] | 4.2 | -25.5% | 0.4%
Nc1c(Cl)cc(C2=NCCn3nc4cc(C(F)(F)F)ccc4c32)cc1Cl | -24.1% | -11.0% | 0.5%[2.33 µM] | -0.5% | 2.0% | 42.9% | -3.5 | -14.4% | -4.1%
O=C(NCc1ccc2c(c1)OCO2)C(=S)N1CCOCC1 | -4.8% | 12.1% | 12.6% | 8.5% | 3.1% | 19.4% | 5.0 | -2.6% | -14.5%
CCCc1[nH]nc2c1C(c1ccc(O)cc1OCC)C(C#N)=C(N)O2 (centres undefined) | -17.8% | 79.4µM* | ? | -5.2% | 2.8% | 5.3% | 3.7 | 1.3% | 23.3%
Brc1cc(Cc2nnc(-c3ccccc3)o2)c(Br)s1 | 114.9%[activator] | 48.0%[activator] | nt | -3.4% | -7.1% | 98.7%[activator] | 1.8 | -19.9% | -0.4%
O=[N+]([O-])/C(Cl)=C(/NCCO)C(Cl)=C(Cl)Cl | -8.3% | nt | nt | -2.4% | 26.0% | 43.3%[activator] | -0.9 | -13.1% | 10.2%
O=c1c(-c2ccccc2)coc2cc(O)ccc12 | -3.4% | ? | 8.7% | -10.6% | -0.9% | 27.1% | -19.9 | -21.8% | -21.5%
O=Cc1cn(CCOc2ccc(F)cc2)c2ccccc12 | nt | nt | nt | 4.0% | nt | nt | 0.7 | -7.7% | -0.4%
Cc1cc(CC(C)C)n(-c2nc3ccccc3c(=O)n2OCc2ccccc2)n1 | 18.5% | 4.5%[57.1 µM] | 51.8%[activator][59 µM] | i | -2.2% | 63.0%[activator] | -0.2 | -16.7% | -5.3%
C#CCOCCOCCOCCNc1nc(N2CCN(C(=O)[C@H]([C@@H](C)CC)n3cc([C@@H](N)Cc4ccc(O)cc4)nn3)CC2)nc(N2CCN(C(=O)[C@H](Cc3ccc(O)cc3)n3cc([C@@H](N)C(C)CC)nn3)CC2)n1 (some centres undefined) | 22.4µM* | 79.4µM* | ? | -0.1% | 2.3% | 7.6% | 4.7 | -6.6% | 16.5%
Cc1ccc(C(=O)N2CCN(c3cccc(Cl)c3)CC2)cc1-n1c(C)nc2cccnc21 | -6.9% | -20.7% | ? | -8.5% | -8.1% | 45.6%[activator] | 2.0 | -15.3% | 3.1%
Cc1n[nH]c(C)c1S(=O)(=O)Nc1ccc2c(c1)OCCO2 | -20.2% | -8.1% | -21.7%[59 µM] | i | -2.6% | 8.2% | 1.5 | 4.3% | 20.7%
[NH-]c1ncnc2c1N=C[N+]2=CC=CCO | -5.6% | -2.5% | -34.3%[2.33 µM] | -6.3% | -5.6% | 52.2%[activator] | -7.7 | -21.5% | -0.9%
CCN(C(=O)c1cc2c(=O)oc3ccccc3c2s1)c1cccc(C(F)(F)F)c1 | -5.8% | -2.0% | -2.4%[59 µM] | 7.2% | -4.2% | 21.7% | -4.4 | -3.7% | -2.4%
CN(C(=O)COC(=O)c1ccc2[nH]c3c(c2c1)CCCC3)C1CCS(=O)(=O)C1 (centres undefined) | -27.5% | -36.4% | -47.1% | i | -4.1% | ? | -5.8 | 2.0% | 4.2%
O=c1cc(N2CCCCC2)c(-c2ccccc2)nn1Cc1cccc(Cl)c1 | 1.7% | -20.6% | 3.4% | 0.4% | 9.2% | 39.5%[activator] | -3.8 | ? | 13.6%
Cc1ccc(C)c(NC(=S)NC(C)C(c2ccccc2)N2CCN(C)CC2)c1 (centres undefined) | -21.9% | -18.7% | -3.6%[12.7 µM] | -5.4% | -6.8% | 3.3% | 5.6 | -5.3% | 0.2%
O=[N+]([O-])c1ccc(NC(=S)NCc2ccncc2)cc1 | -31.2% | -27.5% | 12.8%[59 µM] | -0.9% | -4.3% | -1.7% | 0.4 | -0.9% | 7.3%
CCOC(=O)c1sc(NC(=O)CCCCCN2C(=O)c3cccc4cccc(c34)C2=O)nc1C | -22.6% | 0.1% | 5.2%[0.0925 µM] | 12.8% | -6.0% | 22.5% | 4.6 | -17.7% | -6.5%
COc1ccc(C(C)NC(=O)Cc2ccc(Br)cc2)cc1 (centres undefined) | 8.9% | 6.1% | -5.4% | i | 1.2% | 37.5% | 2.3 | -13.3% | -11.0%
COc1ccc(NC(=O)CSc2ncnc3c2nnn3-c2ccc(F)cc2)c(OC)c1 | -8.2% | 9.3% | 39.1%[activator] | -4.8% | 14.2% | 35.0% | -6.0 | -4.2% | -0.3%
O=C1NC[C@H](c2ccccc2)N(CCC23CC4CC(CC(C4)C2)C3)C1=O | -15.3% | 2.6% | -10.6%[2.33 µM] | -4.2% | 0.0% | 12.9% | -2.2 | -5.8% | 1.0%
O=C(CNc1ccccc1)N/N=C/c1ccc([N+](=O)[O-])cc1 | -35.4% | -25.1% | 13.2% | i | -7.3% | 26.6% | 5.8 | -10.1% | 5.2%
COc1cccc2c(=O)n(CC(=O)Nc3ccc(F)cc3F)ccc12 | -13.5% | -5.0% | -1.0%[59 µM] | -1.8% | 0.3% | 36.5% | -9.1 | -9.8% | 12.0%
CCCc1cc(=O)[nH]c(SCC(=O)Nc2ccc3ccccc3c2)n1 | -17.8% | nt | nt | -2.4% | 7.6% | 30.4% | -6.1 | -8.8% | -8.2%
CN(Cc1ccccc1)S(=O)(=O)c1ccc(N2CCOCC2)nc1 | -2.8% | -1.5% | -7.0% | -14.3% | 9.2% | 20.6% | -0.9 | -0.1% | 3.4%
CC(Nc1ccc(Br)cn1)c1cc(Cl)ccc1O (centres undefined) | -16.4%[11.4 µM] | -1.5% | 4.0%[59 µM] | 2.4% | -2.2% | -4.1% | -5.8 | -15.2% | 63.2%[activator]
COc1ccc(S(=O)(=O)N2CCN(C(=O)c3ccco3)CC2)cc1OC | -1.5% | 0.6% | 3.0% | 0.3% | 0.2% | 3.8% | 1.6 | -5.3% | 2.0%
COc1cc2c(c(OCC(=O)NC(C)C)c1)C(=O)O[C@@H](C)CCCC(=O)CCCCC2 | -14.7% | -1.5% | -2.6% | -3.5% | ? | 20.4% | 4.8 | -8.8% | 6.2%
O=C(Cn1nnc(-c2ccc(Cl)cc2)n1)NC1CCS(=O)(=O)C1 (centres undefined) | -5.7% | 11.2% | 11.1%[12.7 µM] | -9.8% | 1.5% | 40.1%[activator] | -2.4 | -19.4% | 0.2%
Cc1ccccc1C(=O)NC1CC2CCCC(C1)N2C(=O)Nc1ccccc1 (centres undefined) | 7.1% | 4.1% | 11.9% | 11.2% | -3.0% | 39.4%[activator] | -1.1 | -17.0% | 3.5%
Cc1sc2nc(C)n(/N=C/c3ccccc3O)c(=O)c2c1C | -35.8% | ? | -12.0% | -1.3% | 5.7% | 0.8% | 4.5 | -0.1% | 0.0%
